Screening data (PubChem)
Pol beta inh: blocks human DNA polymerase beta activity; P06746; Potency, µM (series often up to 114 µM), for the others: at the top dose activity change, negative = inhibition, most hits filed as inhibitors; 340,000 tested, 1.3% active; Pol beta primer extension/strand displacement, fluorescence kinetic; note: potency is the fitted concentration of half-maximal effect; % is set by controls: 0 for no effect and ±100 for the full control effect
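Kinetic readout of DNA synthesis with strand displacement by Pol beta. Compound and 10 nM enzyme sit 15 min at room temperature; 50 nM substrate starts the reaction, read immediately and at 10 min.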
LDHA inh: inhibitors of human lactate dehydrogenase A; P00338; purified LDHA, NADH/diaphorase-resazurin fluorescence; active compounds read low; activity change, % (values are at about 110 or 230 µM); 480,000 tested, 0.15% active; in the data active = activity change below about -30%; inconclusive = mostly about -25% to -30%;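 note: plate controls were DMSO wells for no effect and wells without enzyme for full effect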
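Human LDH5 at 2 nM final in Tris HCl pH 7.4 with 0.06 mM NADH and 0.2 mM pyruvate, reacted 5 minutes at room temperature. Remaining NADH coupled via diaphorase/resazurin; resorufin fluorescence read at 0 and 20 minutes, normalized to enzyme-free and DMSO wells.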
Apoferritin bind: candidate novel general anesthetic via apoferritin binding | apoferritin/1-aminoanthracene competitive binding, fluorescence | AID 485281 | 350,000 tested, 0.074% active | Potency, µM (doses to about 77.5 µM), inactives show top-dose activity change, negative = displacement, actives largely listed as inhibitors | P02791; note: potency is the fitted concentration of half-maximal effect; % is set by controls: 0 for no effect and ±100 for the full control effect; nearly all actives have a fitted effect of over 20% in size
Target sequence (P02791 2-175 limits assumed): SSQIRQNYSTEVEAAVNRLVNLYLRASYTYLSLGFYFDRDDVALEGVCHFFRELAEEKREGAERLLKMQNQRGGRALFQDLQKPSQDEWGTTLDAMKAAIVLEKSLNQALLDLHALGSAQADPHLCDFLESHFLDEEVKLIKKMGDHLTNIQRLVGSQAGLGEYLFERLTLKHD
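Horse-spleen apoferritin (10 uM) in 50% saturated 1-aminoanthracene in PBS was incubated 10 min at room temperature with compound. Fluorescence (ex 380, em 535 nm) was normalized to free and bound 1-AMA, with concentration-response fitted by a four-parameter Hill equation.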
ERG-DNA inh: blocks human ERG Ets domain binding to DNA; fluorescence polarization, His-ERG Ets domain / labelled DNA; Potency, µM (highest dose often 76.9 µM), inactives show at the highest dose FP activity, negative = inhibition, usual class: inhibitors; 370,000 tested, 0.028% active; AID 624246; active = well fitted inhibition curve with a large enough effect in the polarisation, with a control signal flat; inconclusive = small, poorly fitted or top-dose-only effect, or effect the other way, or a change in a side signal; inactive = no such curve, though single readings can be large or run the other way; the % refers to the polarisation;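 note: polarization taken with two DNA probes labelled with fluorescein and Texas red; potency is the fitted concentration of half-maximal effect; % of control where 0% means no effect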
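His-tagged ERG Ets domain (1 uM in the protein solution; 300mM KCl, 50mM Tris-HCl, 1mM EDTA, 1mM DTT, pH 7.5) received compound, then a probe mix of 5 nM fluorescein-DNA and 100nM Texas-615-DNA. Fluorescence polarization was read for both dyes.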
Pol kappa inh: inhibitors of human DNA polymerase kappa | Q9UBT6 | purified Pol kappa, fluorescent DNA synthesis assay, 10 min | Potency, µM (titrated, usually from 107 µM), for inactives: top-dose activity, negative = inhibition, most hits filed as inhibitors | 400,000 tested, 0.53% active | AID 588579; note: potency is the fitted concentration of half-maximal effect; % is set by controls: 0 for no effect and ±100 for the full control effect
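50 nM final substrate added after 15 min RT preincubation of 10 nM Pol kappa with compound; fluorescence read at 0 and 10 min.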
POLH inh: DNA polymerase eta (human) inhibition. Q9Y253. recombinant Pol eta, fluorescent DNA replication assay. Potency, µM (titrated, usually from 114 µM), for inactives: at the highest dose activity change, negative = inhibition, usual class: inhibitors. 390,000 tested, 1.2% active. AID 588591; note: potency is the fitted concentration of half-maximal effect; % is set by controls: 0 for no effect and ±100 for the full control effect
Target sequence (Q9Y253 whole entry, looked up): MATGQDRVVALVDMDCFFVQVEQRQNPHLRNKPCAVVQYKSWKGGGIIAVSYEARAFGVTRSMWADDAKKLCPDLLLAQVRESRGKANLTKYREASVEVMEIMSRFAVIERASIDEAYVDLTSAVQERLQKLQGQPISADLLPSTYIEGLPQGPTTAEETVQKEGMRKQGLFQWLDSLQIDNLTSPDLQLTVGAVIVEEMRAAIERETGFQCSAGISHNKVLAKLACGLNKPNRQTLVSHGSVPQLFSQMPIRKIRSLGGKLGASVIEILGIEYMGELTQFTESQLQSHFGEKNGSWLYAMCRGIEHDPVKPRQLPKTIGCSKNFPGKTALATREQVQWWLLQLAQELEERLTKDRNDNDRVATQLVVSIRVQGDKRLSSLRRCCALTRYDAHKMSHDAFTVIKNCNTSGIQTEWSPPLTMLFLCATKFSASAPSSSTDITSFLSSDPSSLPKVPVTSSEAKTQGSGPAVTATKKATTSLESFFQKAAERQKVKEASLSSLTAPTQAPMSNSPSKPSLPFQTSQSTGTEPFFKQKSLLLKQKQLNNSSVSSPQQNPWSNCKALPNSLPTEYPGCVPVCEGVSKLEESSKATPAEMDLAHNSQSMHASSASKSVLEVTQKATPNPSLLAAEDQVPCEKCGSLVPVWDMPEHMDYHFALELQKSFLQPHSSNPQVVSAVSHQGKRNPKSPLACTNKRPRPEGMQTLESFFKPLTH
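Fluorescent replication assay: 50 nM final substrate added after a 15 min room-temperature compound preincubation with 10 nM enzyme. Signal taken at 0 min and again at 10 min.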
ALOX12 inh: blocks human arachidonate 12S-lipoxygenase. Potency, µM (highest dose often 108 µM), inactives show top-dose activity change, negative = inhibition, usual class: inhibitors. purified 12hLO, xylenol orange hydroperoxide absorbance. P18054. 580,000 tested, 1.1% active; note: potency is the fitted concentration of half-maximal effect; % is set by controls: 0 for no effect and ±100 for the full control effect
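Hydroperoxide product was detected by ferrous iron/xylenol orange as the 573 to 405 nm absorbance ratio. Arachidonic acid at 40 uM (final) was turned over for 30 min at room temperature by 150 nM human 12hLO, pH 7.0 Hepes buffer, after 15 min compound preincubation.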
APEX1 inh: inhibitors of human APE1 endonuclease. recombinant APE1, TAMRA/BHQ-2 abasic DNA cleavage fluorescence. 350,000 tested, 0.35% active. P27695. AID 2517. Potency, µM (highest dose often 65.8 µM), for inactives: at the top dose activity change, negative = inhibition, usual class: inhibitors;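 note: potency is the fitted concentration of half-maximal effect; plate controls were vehicle for no effect and reference inhibitor for full effect; nearly all actives have a fitted effect of over 55% in size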
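APE1 at 0.75 nM final was preincubated with compound 15 min at room temperature, then 50 nM double-stranded THF abasic-site substrate (5'-TAMRA/3'-BHQ-2) was added. Fluorescence (ex 525/em 598 nm) was read kinetically; third-minus-first read gave activity.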
RGS4 inh: human RGS4 inhibition; P49798; Transcreener GDP fluorescence polarization, RGS4-accelerated GTP hydrolysis; Potency, µM (series often up to 114 µM), for inactives: at the highest dose activity change, negative = inhibition, hits mostly inhibitors; 390,000 tested, 0.039% active; AID 504845; note: potency is the fitted concentration of half-maximal effect; % is set by controls: 0 for no effect and ±100 for the full control effect; nearly all actives have a fitted effect of over 75% in size; some results filed as inactive show a strong effect at the top dose
Target sequence (P49798 whole entry, looked up): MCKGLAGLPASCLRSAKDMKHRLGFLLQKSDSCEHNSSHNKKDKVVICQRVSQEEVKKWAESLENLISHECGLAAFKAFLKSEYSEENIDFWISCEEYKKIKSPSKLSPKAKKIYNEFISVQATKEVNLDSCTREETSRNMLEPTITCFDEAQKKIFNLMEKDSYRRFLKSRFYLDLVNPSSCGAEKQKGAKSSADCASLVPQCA
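MLSMR compounds (23 nl, pin-transferred) preincubated 10 min at room temperature with a 500nM (2x) first reagent, then RGS4 at 900nM (2x) plus Transcreener GDP mix added; fluorescence polarization (620/688 nm) read before and after 90 min at 30 °C.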
* marks the source's active call; other numbers are inactive results; ? = inconclusive; / = not tested or not shown; [ ] = remark or other dose. Unless noted, calls come from the whole dose curve; as a rule, active = well fitted curve in the direction sought with a large enough effect; inconclusive = small, poorly fitted or top-dose-only effect, or another doubt; inactive = no such curve, though single readings can be large; an effect the other way counts as inactive or inconclusive. A portion of the library. The share of hits here may be higher or lower than overall.

SMILES | Pol beta inh | LDHA inh | Apoferritin bind | ERG-DNA inh | Pol kappa inh | POLH inh | ALOX12 inh | APEX1 inh | RGS4 inh
O=C(O)CSc1nnc(-c2cccc(S(=O)(=O)N3CCCCC3)c2)o1 | 1.3% | -7.9 | -8.5% | -1.5% | -12.0% | 3.1% | -16.1% | 1.6% | 16.2%
Cc1cc(C)c(NC(=O)c2ccc(S(=O)(=O)N3CCOCC3)cc2)c(C)c1 | -1.6% | -0.7 | -3.2% | -3.0% | -3.1% | -15.2% | -0.3% | -6.8% | -16.4%
O=C(c1cc(Cl)nc2ccccc12)N1CCc2ccccc2C1 | -6.6% | -1.8 | -7.2% | 1.1% | -26.9% | -14.1% | 2.6% | -6.9% | -4.8%
O=C(NCc1ccccc1)c1nc2ccccc2s1 | 32.1% | -5.5 | -3.2% | -0.9% | -5.4% | -23.9% | 8.0% | -1.2% | -9.7%
C=CCSC1=N/C(=C\c2ccc3c(c2)OCO3)C(=O)S1 | 22.8% | -0.3 | -12.7% | -7.7% | -16.1% | -2.1% | -3.5% | 12.8% | -9.5%
Cc1cccc(OCC(=O)NCc2cc(C)nc3ccccc23)c1 | -23.6% | -0.6 | -5.3% | -1.4% | 13.7% | -13.3% | -0.1% | ? | -9.4%
CCC/C(C#Cc1ccsc1)=C1/c2ccccc2C(=O)N1c1ccccc1 | / | 0.5 | / | 12.5% | -17.8% | -8.9% | ? | 0.0% | 8.0%
O=C(CN1C(=O)C(c2ccc(F)cc2)=NC12CCCCCC2)Nc1ccccc1Cl | 1.6% | -2.1 | ? | 3.6% | -3.2% | -26.4% | -8.3% | / | -4.9%
CCCCCCCCCCCCCCCCCCO | / | / | ? | / | 1.6%[60.1 µM] | / | -22.5% | ? | /
COc1ccc(NC(=O)Cn2c(=O)n(-c3ccc(OC)cc3)c(=O)c3sc4ccccc4c32)cc1 | 11.6% | 3.9 | 3.4% | -1.2% | -1.8% | -13.7% | ? | / | -14.7%
Cc1cc(C)cc(NC(=O)CSc2nc3nc(C)cc(C)n3n2)c1 | / | -7.1 | / | / | 2.6% | -8.1% | 8.2% | -2.6% | 24.1%
CCOC(=O)c1cc(C)n(-n2cnnc2)c1C | 2.2% | -1.5 | -6.1% | -4.3% | -8.1% | -6.1% | -9.5% | 3.7% | -5.2%
CN(Cc1ccccc1)S(=O)(=O)c1nnc(NC(=O)c2cccc(Cl)c2)s1 | -27.5% | -21.4 | 2.3% | -0.1% | -21.3% | 0.5% | -10.6% | / | -29.6%
COc1ccc(C(=O)NCC(c2cccs2)S(=O)(=O)c2cccs2)cc1 (centres undefined) | 30.0% | -10.1 | 6.0% | 8.3% | -11.0%[60.1 µM] | -16.8% | -6.2% | / | 24.5%
C=CCN1CC(c2nc3ccccc3n2CCOc2ccccc2)CC1=O (centres undefined) | 5.8% | -0.6 | -20.0% | 1.7% | -3.2% | -19.0% | 1.9% | 2.9% | -15.8%
O=C1CN(C(=O)c2cccc(S(=O)(=O)N3CCCC3)c2)c2ccccc2N1 | -2.6% | -0.6 | 1.9% | 3.3% | -4.4% | -18.3% | 6.5% | 2.3% | -20.2%
O=C(Nc1ccc(Cl)cc1)c1ccc2c(c1)N(Cc1ccccc1)C(=O)c1ccccc1S2(=O)=O | -2.4% | 4.1 | 2.4% | 6.9% | -23.9% | -13.8% | -18.0% | / | 5.3%
COc1ccc(-c2c(-c3cc(OC)cc(OC)c3)n(C)c3ccc(-c4ccc(OC)nc4)cc23)cc1 | / | -2.7 | / | 2.0% | 9.6% | -18.3% | -3.8% | 15.5% | -12.5%
O=C(N/N=C/c1cccnc1)c1ccc(CN2c3cccc4cccc(c34)S2(=O)=O)cc1 | 1.5% | -4.0 | -4.2% | 3.9% | 9.7% | -8.0% | 3.0% | 13.1% | -1.2%
COc1ccc(CCN2C(=O)CC(NCCc3ccc(S(N)(=O)=O)cc3)C2=O)cc1OC (centres undefined) | 7.6% | -4.7 | -6.0% | 2.6% | 2.7% | -5.3% | -20.9% | 3.5% | -27.6%
CC(C)(C)OC(=O)NCC1CCN(S(=O)(=O)Cc2ccccc2)CC1 | -0.3% | -2.7 | 0.8% | -3.0% | -12.9% | -4.5% | 0.0% | 31.3% | -2.7%
Cc1ccc(OCc2n[nH]c(=S)n2-c2ccccc2)cc1 | 18.1% | 0.6 | -7.8% | -3.3% | 2.4% | -6.5% | ? | -2.7% | -30.1%
CC12CCC(=O)N1C(C(=O)Nc1cccc(S(=O)(=O)N3CCCCC3)c1)CS2 (centres undefined) | / | -5.7 | / | -20.6% | 2.1% | 8.2% | -8.9% | 26.4% | -5.6%
COc1ccc(C(=O)NNC(=O)CCCCC(=O)NNC(=O)c2ccc(OC)cc2)cc1 | 1.4% | -2.4 | -8.5% | -8.8% | -4.6% | -4.8% | 229.6%[activator] | -1.6% | -6.2%[56.9 µM]
O=C(Cn1c(=O)n(-c2ccccc2)c(=O)c2sccc21)NCc1ccccc1 | -2.7% | 1.6 | -3.7% | 3.2% | 5.0% | -4.0% | -4.5% | 8.4% | 5.1%

(listing goes on)
SMILES | Pol beta inh | LDHA inh | Apoferritin bind | ERG-DNA inh | Pol kappa inh | POLH inh | ALOX12 inh | APEX1 inh | RGS4 inh
COC(=O)c1c(O)c2ccccc2[nH]c1=O | 0.1% | -1.6 | -0.2% | 0.1% | -9.8% | 2.8% | ? | -5.1% | 9.6%
COn1c(-n2nc(C)cc2C)nc2ccccc2c1=O | 18.2% | -5.6 | -6.2% | -2.2% | 0.7% | -20.3% | 0.0% | -3.6% | -5.4%
CC(C)Sc1nnc(-c2c[nH]c3ccccc23)n1C | -9.7% | -5.6 | ? | -4.2% | -12.4% | -5.3% | 13.5% | -8.5% | 8.8%
COC(=O)C1=C(C(=O)OC)C2(OC1c1cccc(F)c1)C(=O)c1ccccc1C2=O (centres undefined) | 32.8% | -3.2 | -11.1% | -3.0% | -1.9% | -16.8% | ? | 0.7% | -12.8%
N#CCC(=O)N/N=C/c1ccc(OCc2ccccc2)cc1 | 10.6% | -3.8 | -12.6% | 6.5% | -7.8% | -2.7% | 0.1% | -7.3% | 18.2%
COc1ccc(/C=N/Nc2nnc(C)n2N)cc1OC | -26.9% | 37.5 | -9.1% | -5.9% | -20.7% | -17.2% | 41.1%[activator] | -8.4% | -22.1%
CC1CCN(S(=O)(=O)c2ccc3c(c2)oc(=O)n3CC(=O)O)CC1 | -1.8% | -5.4 | 8.5% | 4.7% | -10.0%[60.1 µM] | -6.9% | -10.7% | / | 21.0%
Cc1cc(NC(=O)C2CCCN(S(=O)(=O)c3cnc[nH]3)C2)ccc1Br (centres undefined) | 40.6% | 1.5 | -7.0% | 4.5% | -2.9% | -1.3% | -0.4% | 13.8% | -32.5%
COc1ccc(-c2[nH]ncc2CN2CCCN(c3ccccc3)CC2)c(F)c1 | -5.4% | -3.7 | -13.7% | -7.6% | -7.6% | -22.6% | -11.6% | 7.4% | 9.2%
CCOC(=O)c1cc2c(=O)n3ccccc3nc2n(CC(C)C)c1=NC(=O)COc1ccc(Cl)cc1 | 18.8% | -0.7 | -6.1% | -16.6% | 1.5% | -1.0% | -25.5% | / | -2.4%
CCOC(=O)COc1ccccc1/C=C\[N+](=O)[O-] | -1.5% | 1.6 | ? | 0.6% | -8.1% | -12.6% | / | -1.6% | ?
Cn1c(SCc2c(F)cccc2Cl)nnc1-c1cccs1 | 0.9% | -4.8 | -2.2% | 5.3% | -17.6% | 3.7% | -2.7% | -1.5% | 21.5%
O=C(Cc1cn2ccsc2n1)Nc1ccccn1 | -1.3% | -3.3 | -8.8% | -4.0% | 1.7% | 0.8% | 296.6%[activator] | -3.2% | 14.6%
CCCNC(=O)Cn1c2ccccc2c2nc(=O)cc(C)n21 | 2.6% | -2.9 | -8.4% | 3.0% | 1.4% | -17.4% | -12.6% | 2.5% | 4.8%
O=C(NCc1ccccc1F)C1CCCN1C(=O)Nc1ccc(Cl)cc1 (centres undefined) | 8.0% | -0.7 | 7.7% | 14.8% | 0.3% | -17.6% | 2.2% | 4.1% | -19.3%
O=C(O)c1cc(O)ccc1N=Nc1ccccc1 | -16.5% | -4.5 | -12.0% | 10.4% | -3.0% | -11.1% | 60.4%[activator] | -3.5% | -4.6%
CC(=O)c1ccc(NC(=O)CN2C(=O)c3cccnc3Sc3ccccc32)cc1 | 1.5% | 0.9 | -10.9% | -0.8% | -7.7%[60.1 µM] | -7.7% | 0.9% | / | -24.2%
COc1ccc(C2Nc3cccc4cccc(c34)N2)cc1Br | -2.3% | 2.7 | -9.1% | -5.7% | -2.0% | -13.0% | ? | -3.7% | -24.9%
O=C(O)c1cccc(NC2=C(N3CCOCC3)C(=O)c3ccccc3C2=O)c1 | ? | 24.4 | -5.3% | -17.3% | -6.6% | -21.8% | -7.6% | ? | -14.6%
O=Cc1cn(-c2ccccc2)nc1-c1ccc(F)cc1 | ? | -3.5 | -1.1% | 6.4% | 7.3% | -6.2% | 16.8% | 7.9% | -0.5%
NC(=O)CSc1nc2cc(Cl)ccc2c(=O)n1C1CCCCC1 | -15.8% | -5.7 | -9.8% | -1.7% | -1.0% | -6.5% | -25.1% | 12.8% | 8.7%
CCOC(=O)C1CCN(c2c(C(=O)c3ccccc3)cnc3ccc(Cl)cc23)CC1 | -2.3% | 2.0 | -17.9% | -4.3% | -4.2% | -14.2% | -29.2% | -2.4% | 15.5%
